TEAD-YAP block: TEAD-YAP interaction inhibition; 640,000 compounds, 1.4% hits; inhibition, % at 9.12 µM; HEK-TIYL cells, TEAD-Gal4/YAP UAS-luciferase luminescence; in the data active means inhibition above about 32%;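 further: 0% = median of test compound wells and 100% = reference inhibitor wells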
GPR151 activ: activates the human receptor GPR151; PathHunter beta-arrestin GPR151 cells, luminescence; 650,000 compounds, 1% hits; Q8TDV0; activation, % at 11.2 µM; in the data active means activation above about 4.9%;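 further: 0% = median of compound wells and 100% = cells with positive control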
Target sequence (Q8TDV0 whole entry, looked up): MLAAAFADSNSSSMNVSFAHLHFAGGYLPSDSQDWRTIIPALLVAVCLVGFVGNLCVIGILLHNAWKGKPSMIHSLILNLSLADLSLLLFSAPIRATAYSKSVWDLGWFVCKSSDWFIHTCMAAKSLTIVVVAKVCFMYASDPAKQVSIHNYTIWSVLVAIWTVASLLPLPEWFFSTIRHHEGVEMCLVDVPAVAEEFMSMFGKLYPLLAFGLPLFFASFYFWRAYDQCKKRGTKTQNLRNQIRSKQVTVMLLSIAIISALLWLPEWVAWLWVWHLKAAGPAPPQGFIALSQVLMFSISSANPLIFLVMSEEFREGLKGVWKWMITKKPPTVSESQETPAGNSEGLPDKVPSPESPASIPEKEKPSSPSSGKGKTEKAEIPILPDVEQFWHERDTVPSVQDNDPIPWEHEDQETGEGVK
MITF primary: human MITF inhibition, primary screen | AID 1259374 | inhibition, % at 2.6 µM | 650,000 compounds, 0.91% hits | AlphaScreen MITF homodimerization, bead proximity signal | O75030; in the data active means inhibition above about 50%;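 further: 0% = vehicle wells with protein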
Target sequence (O75030 whole entry, looked up): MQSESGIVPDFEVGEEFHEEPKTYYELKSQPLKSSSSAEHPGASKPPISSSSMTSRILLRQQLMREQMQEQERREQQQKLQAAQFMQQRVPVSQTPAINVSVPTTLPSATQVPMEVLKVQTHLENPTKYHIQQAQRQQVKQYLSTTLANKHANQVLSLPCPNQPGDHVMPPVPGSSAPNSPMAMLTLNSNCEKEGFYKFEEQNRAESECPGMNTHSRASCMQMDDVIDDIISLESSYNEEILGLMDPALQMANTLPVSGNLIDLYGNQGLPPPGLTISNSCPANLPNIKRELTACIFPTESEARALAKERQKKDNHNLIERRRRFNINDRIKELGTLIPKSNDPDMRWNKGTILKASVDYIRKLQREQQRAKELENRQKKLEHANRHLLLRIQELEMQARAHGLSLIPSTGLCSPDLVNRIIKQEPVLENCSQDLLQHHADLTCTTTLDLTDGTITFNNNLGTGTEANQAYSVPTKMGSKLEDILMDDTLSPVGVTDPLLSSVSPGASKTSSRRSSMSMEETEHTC
FBW7 activator: human FBW7 E3 ligase activation, primary screen | Q969H0 | AlphaScreen FBW7–phospho-cyclin E peptide binding, activator screen | normalized activity (activation), % at 26.1 µM | 650,000 compounds, 0.13% hits | AID 1259310; in the data active means normalized activity above about 1.9%;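 further: purified mutant Fbw7 with reduced substrate affinity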
* = called active by the depositor.

SMILES	TEAD-YAP block	GPR151 activ	MITF primary	FBW7 activator
CCC(=O)Nc1ccc(C(=O)NNC(=O)c2cc([N+](=O)[O-])cc([N+](=O)[O-])c2)cc1	6	2.4	-4	0.1
COC1(OC)N=C(N)C2(C#N)C(C)(C)C12C#N (stereo unspecified)	15	-0.4	19	0.3
O=C(c1ccccc1)N1CC(=O)N2CCc3ccccc3C2C1 (stereo unspecified)	12	1.7	2	-0.1
CC(=O)Nc1ccc2nc(SCC(=O)Nc3ccccc3F)sc2c1	-59	0.0	-4	-0.2
CC(=O)Nc1ccc(Nc2nc(-c3ccc(C(N)=O)cc3)nc3c2ncn3C2CCCCC2)cc1	6	-1.1	1	-0.2
Cc1nc2ccccc2c(=O)n1-c1ccc(F)c(NC(=O)c2ccc3c(c2)OCO3)c1	-9	0.2	3	-0.2
COc1cc2c(cc1NC(=O)c1cccc([N+](=O)[O-])c1C)oc1ccccc12	-1	1.2	11	0.1
COc1cccc(C(=O)Nc2c3c(nn2-c2ccc(Oc4ccccc4)cc2)CSC3)c1OC	-8	-1.2	2	0.2
O=C(Nc1cccc2ccccc12)C12CC3CC(CC(C3)C1)C2	3	2.1	-1	-0.1
Cc1ccc(C(=O)O)cc1NC(=O)c1cccc(Cl)c1	-1	1.2	11	0.1
COc1ccc(-n2nnc3c(=O)n(CC(=O)N4CCCc5ccccc54)cnc32)cc1	7	-0.7	11	0.6
COC(=O)c1c(NC(=O)c2ccc(S(=O)(=O)N3CCCCC3)cc2)sc2c1CCN(C(C)C)C2	-1	-1.0	-3	0.2
O=C(NC1(C(F)(F)F)NC(=O)N(c2ccc(F)cc2)C1=O)c1ccc(Cl)cc1 (stereo unspecified)	11	-0.4	0	0.1
CC1=[N+](CCCCS(=O)(=O)O)c2ccc3ccccc3c2C1(C)C	-2	-0.7	18	0.1
CCCN1Cc2cccc(C(=O)N3CCN(c4ccccc4)CC3)c2C1=O	9	-0.8	-9	-0.2
CCOC(=O)c1nnn(CC(=O)Nc2cc(Cl)ccc2OC)c1C(=O)OCC	2	0.2	-2	-0.1
Cc1cccc(Nc2ncnc3nc[nH]c23)c1	-9	-2.5	-6	0.1
CCC(C)NC(=O)C1c2ccccc2C(=O)N1C1CCCCC1C (stereo unspecified)	5	0.1	3	0.0
COc1ccc(OC)c2c1cc(C(=O)O)n2C	-5	-0.6	-15	0.0
CC1CCc2nn(CC(=O)NCCc3ccc(Cl)cc3)cc2C1 (stereo unspecified)	-5	-0.5	6	0.0
COc1ccc(Cl)cc1N(CC(=O)NCCSc1ccccn1)S(=O)(=O)c1ccc(C)cc1	1	0.0	2	0.0
O=C(OCc1c(Cl)cccc1Cl)c1ccncc1	5	1.6	-13	1.4
COc1ccc(S(=O)(=O)N2CCCC2CNC(=O)c2cccc(Cl)c2)cc1 (stereo unspecified)	10	1.0	3	0.1
O=C(CCCOc1ccc(Cl)cc1)Nc1ccc([N+](=O)[O-])cc1	6	0.1	-10	-0.1
Nc1ccc(-c2nc3ccc(O)cc3[nH]2)cc1	77*	-5.1	-9	-0.1

The list goes on.
SMILES	TEAD-YAP block	GPR151 activ	MITF primary	FBW7 activator
CCOc1cc(S(=O)(=O)NCC2CCCO2)ccc1F (stereo unspecified)	-19	0.5	-8	0.1
CC(C)N(C)Cc1nnnn1CC(=O)NCC1COc2ccccc2O1 (stereo unspecified)	-3	0.6	-17	0.1
CCCCOc1ccc(/C=c2\sc3nc(-c4ccccc4OC(C)=O)nn3c2=O)cc1OC	10	1.0	11	-0.1
O=C(Nc1nnc(CCS(=O)(=O)c2ccc(Br)cc2)s1)c1cccs1	2	-0.3	1	-0.3
NC(=O)c1ccc(N2CCCC2)c([N+](=O)[O-])c1	6	4.0	7	-0.1
O=[N+]([O-])c1ccc(NCCCn2ccnc2)nc1	11	0.3	17	0.6
N#C/C(=C\c1ccc(-c2ccc([N+](=O)[O-])cc2)o1)C(=O)N1CCOCC1	-4	0.4	5	0.0
CCc1ccccc1N(C)C(=O)Cc1nc(-c2ccc(OC)cc2)no1	4	1.8	11	-0.1
CCC(C)NC(=O)CCNS(=O)(=O)c1ccc2nc(-c3ccccc3)[nH]c2c1 (stereo unspecified)	-1	7.0*	6	-0.2
COc1ccc(Nc2nnc(SCc3cccc(OC)c3)s2)cc1	9	0.5	6	-0.2
COc1cccc(/C=N/NC(=O)c2cccc(NC(=O)c3ccccc3F)c2)c1O	64*	0.7	8	-0.1
CSc1ccccc1NC(=O)c1ccc(COc2ccc(C)cc2)o1	-13	1.3	14	0.4
COc1ccc(-c2nc(SC(CC(=O)NCCO)c3cccs3)n[nH]2)cc1 (stereo unspecified)	12	-1.5	12	0.1
O=C1c2oc3ccc(F)cc3c(=O)c2C(c2cccc(F)c2)N1CCN1CCOCC1 (stereo unspecified)	4	1.7	-2	-0.6
CCOc1ccc(N=CNc2ccc(OCC)cc2)cc1	9	0.4	9	0.0
C/C(=N\NC(=O)C(NC(=O)c1ccccc1)c1n[nH]c(=O)c2ccccc12)c1nonc1C (stereo unspecified)	0	-0.7	4	0.6
O=C(c1ccc(N2CCC(NCc3ccc4nsnc4c3)CC2)cc1)N1CCOCC1	-1	-1.1	17	-1.0
COc1cc(OC)cc(C(=O)NCC(=O)OCC(=O)NCC(F)(F)F)c1	-7	-0.3	-1	-0.1
COC(=O)C(C)N1C(=O)S/C(=C/c2cc(C)n(-c3ccccn3)c2C)C1=O (stereo unspecified)	43*	-0.8	-9	-0.5
Cc1cc2nc3s/c(=C/c4cc([N+](=O)[O-])c(N5CCCCC5)cc4N4CCCCC4)c(=O)n3c2cc1C	8	0.2	10	-0.1
COc1cc2c(cc1OC)C(c1cc(OC)c(OC)c(OC)c1)N(C)CC2 (stereo unspecified)	-7	0.3	1	0.0
CC(=O)C1=C(C)NC(=S)NC1/C=C/c1ccccc1 (stereo unspecified)	-8	0.7	10	-0.1
COc1ccc(CNS(=O)(=O)c2ccc(C(C)=O)cc2)cc1OC	-5	0.5	4	0.4
COc1ccc2oc(=O)c(S(=O)(=O)c3ccc(Br)cc3)cc2c1	12	-1.2	12	0.7
Cc1nn(-c2cccc3ccccc23)c(=O)c2ccccc12	-81	1.1	4	-0.2

New compounds follow.
SMILES	TEAD-YAP block	GPR151 activ	MITF primary	FBW7 activator
COC(=O)c1sccc1NC(=O)c1cc(C)oc1C	6	-1.8	13	1.0
CCOC(=O)CNc1nn2c(=O)c3ccc(C(=O)OC)cc3nc2s1	3	0.4	0	-0.1
COc1ccc(CN(CCC(c2ccc(OC)cc2)C2CCOC(C)(C)C2)C(=O)c2ccco2)cc1 (stereo unspecified)	25	2.7	0	-0.3
COc1ccc(CNC2CCN(c3cccc(NC(=O)c4cccnc4)c3)CC2)cc1	-1	-0.2	0	-0.2
CCOc1cc(C(=O)Nc2nn3c(C)nnc3s2)cc(OCC)c1OCC	0	0.5	-4	-0.3
Cc1ccc(S(=O)(=O)Nc2nc3ccccc3nc2Nc2ccc(C)c(C)c2)cc1	2	0.4	14	0.0
CC1=CC(=O)N(c2cccc(Cl)c2C)C1=O	9	0.3	-5	-0.1
CCC1=NN(C(=O)c2ccccc2)C(O)(c2ccncc2)C1 (stereo unspecified)	-41	0.4	3	-0.1
Cc1ccc(-n2nc3cc(C)c(NC(=O)c4ccc(-c5cccc([N+](=O)[O-])c5)o4)cc3n2)cc1	-1	1.5	1	0.0
O=C1NC(=S)N/C1=C/c1ccccc1Sc1ccc(Cl)cc1	1	-0.2	-5	0.1
COC(=O)c1c(/N=C/N(C)C)ncn1-c1ccccc1OC	2	-0.5	-1	-0.2
O=C(NCCSCc1ccccc1Cl)c1ccc(C2SCC(=O)N2Cc2ccccc2)cc1 (stereo unspecified)	15	-0.6	8	-0.1
COc1ccccc1CN1C(=O)C2C(C(=O)Nc3cccc(Cl)c3)C3C=CC2(O3)C1C(=O)NC1CCCC(C)C1C (stereo unspecified)	10	-1.3	5	0.0
N#Cc1ccc(CNc2cnccn2)cc1	4	-1.9	-9	-0.2
O=C(Nc1ccc2oc(-c3ccccc3)nc2c1)c1ccc(Cl)cc1	7	0.4	5	-0.1
CCOC(=O)COc1ccc(S(=O)(=O)NCCC2=CCCCC2)cc1	6	-0.8	-12	-0.1
COc1cc([N+](=O)[O-])ccc1NC(=O)CN1CCN(c2ccc(C(C)=O)cc2)CC1	7	0.2	9	-0.1
Cn1ccc(C(=O)NC(=S)Nc2sc3c(c2C#N)CCCC3)n1	-8	-0.3	-4	-0.1
O=C(NCc1ccco1)C(Cc1ccccc1)NS(=O)(=O)c1cccc2nsnc12 (stereo unspecified)	5	-0.5	3	0.2
CCN1/C(=C/c2sc3ccccc3[n+]2CCO)Sc2ccccc21	38*	1.6	21	0.6
COCCN1CCC(CNS(=O)(=O)c2ccc(C)c(C)c2)CC1	-1	-0.6	-10	-0.1
COc1cccc(C(=O)Nc2c3c(nn2C(C)(C)C)CS(=O)C3)c1 (stereo unspecified)	-1	1.6	-3	-0.2
CCOc1ccc(N2CC(O)(c3ccc(OCC)cc3)[N+]3=C2CCCC3)cc1 (stereo unspecified)	13	0.4	2	-0.1
Cc1cc(NC(=O)CCCN2C(=O)/C(=C\c3cccs3)SC2=S)no1	-6	-0.4	6	-0.1
CCOC(=O)c1c(Cl)[nH]c2ccccc2c1=O	-3	-0.5	2	0.0

Next records.
SMILES	TEAD-YAP block	GPR151 activ	MITF primary	FBW7 activator
CC(C)Oc1ccc(C(CC(=O)O)NC(=O)c2ccc(F)cc2)cc1 (stereo unspecified)	0	-0.5	1	0.2
O=C(N/N=C1/CCOc2ccc(F)cc21)c1ccc2ccccc2c1O	1	1.2	7	0.6
CCOC(=O)N1CCN(CC(O)COc2ccccc2[N+](=O)[O-])CC1 (stereo unspecified)	-9	-1.6	11	0.7
Cc1cc(Nc2ncnc(N)c2[N+](=O)[O-])no1	13	-1.5	15	0.1
FC(F)(F)c1nc(NC2=NCCCCC2)n[nH]1	4	0.1	-1	0.1
O=C(Nc1c[nH]c(=O)[nH]c1=O)c1cccs1	2	-1.0	15	0.3
COCCOC(=O)C1=C(C)NC(=O)NC1c1ccccc1F (stereo unspecified)	-9	0.3	-12	0.0
Cc1nc2sc3c(nc(C)n4c5ccccc5nc34)c2c(C)c1Cl	0	1.4	0	-0.1
CCN1CCN(S(=O)(=O)c2ccc(Cl)c(C(F)(F)F)c2)CC1	-1	-1.7	11	0.3
Cc1nn(C)c(C)c1-c1cc(Nc2ccc(N3CCOCC3)cc2)ncn1	-2	-1.0	-4	-0.2
O=S(=O)(c1ccc2ccccc2c1)N1CCN(CC2CC3C=CC2C3)CC1 (stereo unspecified)	4	1.7	-7	0.0
Cc1nn2c(Br)c(C34CC5CC(CC(C5)C3)C4)nc2s1	3	0.4	3	0.0
O=[N+]([O-])c1cc(Cl)ccc1N1CCN(S(=O)(=O)c2ccc(Br)cc2)CC1	3	1.2	17	-0.2
Cc1[nH][nH]c(=O)c1N=Nc1ccc(C(N)=O)cc1	-13	-4.5	-3	-0.1
Cc1c(C(=O)NCc2ccccc2)oc2ccc(F)cc12	8	0.5	4	0.0
O=C(NCc1cccnc1)c1csc(-c2ccccc2)n1	5	-1.0	10	0.4

Record cards, as listed above:
Results for `O=C(N/N=C1/CCOc2ccc(F)cc21)c1ccc2ccccc2c1O` : TEAD-YAP block: 1; GPR151 activ: 1.2; MITF primary: 7; FBW7 activator: 0.6
Results for `Cc1nn2c(Br)c(C34CC5CC(CC(C5)C3)C4)nc2s1` : TEAD-YAP block: 3; GPR151 activ: 0.4; MITF primary: 3; FBW7 activator: 0.0

Entries listed so far that contain two or more sulfur atoms, in the order listed:
SMILES	TEAD-YAP block	GPR151 activ	MITF primary	FBW7 activator
CC(=O)Nc1ccc2nc(SCC(=O)Nc3ccccc3F)sc2c1	-59	0.0	-4	-0.2
COC(=O)c1c(NC(=O)c2ccc(S(=O)(=O)N3CCCCC3)cc2)sc2c1CCN(C(C)C)C2	-1	-1.0	-3	0.2
COc1ccc(Cl)cc1N(CC(=O)NCCSc1ccccn1)S(=O)(=O)c1ccc(C)cc1	1	0.0	2	0.0
O=C(Nc1nnc(CCS(=O)(=O)c2ccc(Br)cc2)s1)c1cccs1	2	-0.3	1	-0.3
COc1ccc(Nc2nnc(SCc3cccc(OC)c3)s2)cc1	9	0.5	6	-0.2
COc1ccc(-c2nc(SC(CC(=O)NCCO)c3cccs3)n[nH]2)cc1 (stereo unspecified)	12	-1.5	12	0.1
O=C1NC(=S)N/C1=C/c1ccccc1Sc1ccc(Cl)cc1	1	-0.2	-5	0.1
O=C(NCCSCc1ccccc1Cl)c1ccc(C2SCC(=O)N2Cc2ccccc2)cc1 (stereo unspecified)	15	-0.6	8	-0.1
Cn1ccc(C(=O)NC(=S)Nc2sc3c(c2C#N)CCCC3)n1	-8	-0.3	-4	-0.1
O=C(NCc1ccco1)C(Cc1ccccc1)NS(=O)(=O)c1cccc2nsnc12 (stereo unspecified)	5	-0.5	3	0.2
CCN1/C(=C/c2sc3ccccc3[n+]2CCO)Sc2ccccc21	38*	1.6	21	0.6
Cc1cc(NC(=O)CCCN2C(=O)/C(=C\c3cccs3)SC2=S)no1	-6	-0.4	6	-0.1

Assay outcomes: PubChem, The Scripps Research Institute Molecular Screening Center

Random draw from the library; any-hit rate near 3.4%.
